# Rab9 promoter act: Rab9 promoter activation. actives 2.8% (n = 320,000). Huh7 Rab9 promoter-luciferase reporter, luminescence, 24 h. Potency, µM (doses to about 9.22 µM), for inactives: top-dose activation, negative = inhibition, actives largely listed as activators; also: % of control where 0% means no effect; nearly all actives have a fitted effect of over 60% in size
#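 Stable Rab9-luc Huh7, 1500 cells/well, 2 h settle; cmpd in DMSO, 24 h, 37 °C/5% CO2; luciferase reagent 10 min RT; luminescence.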
# BRCA1 expr act: increases BRCA1 expression. AID 624202. actives 1.1% (n = 380,000). MCF7-BRCA1-FFLuc reporter, luminescence, 48 h; response scale: scaled: vehicle 0%, 10 µM genistein 100%. Potency, µM (highest dose often 46.1 µM), for inactives: at the highest dose activation, hits mostly activators; also: nearly all actives have a fitted effect of over 80% in size; some results filed as inactive show a strong effect at the top dose
#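 Luminescence from a BRCA1-driven firefly luciferase in MCF7 cells was read after 48 h compound exposure at 37 C. Data normalized against DMSO and a 10microM genistein activation control, then curve-fitted across the titration.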
# RORg inh: blocks mouse ROR gamma transcriptional activity | P51450 | Potency, µM (highest dose often 53.6 µM), without a hit: at the top dose activity change, negative = inhibition, most hits filed as inhibitors | actives 5.4% (n = 310,000) | Drosophila S2 Gal4-RORgamma UAS-luciferase reporter, 20 h; also: % is scaled to controls: 0 for no effect and ±100 for the full control effect; nearly all actives have a fitted effect of over 60% in size
# Target sequence (P51450 whole entry, looked up, the tested form may be a part): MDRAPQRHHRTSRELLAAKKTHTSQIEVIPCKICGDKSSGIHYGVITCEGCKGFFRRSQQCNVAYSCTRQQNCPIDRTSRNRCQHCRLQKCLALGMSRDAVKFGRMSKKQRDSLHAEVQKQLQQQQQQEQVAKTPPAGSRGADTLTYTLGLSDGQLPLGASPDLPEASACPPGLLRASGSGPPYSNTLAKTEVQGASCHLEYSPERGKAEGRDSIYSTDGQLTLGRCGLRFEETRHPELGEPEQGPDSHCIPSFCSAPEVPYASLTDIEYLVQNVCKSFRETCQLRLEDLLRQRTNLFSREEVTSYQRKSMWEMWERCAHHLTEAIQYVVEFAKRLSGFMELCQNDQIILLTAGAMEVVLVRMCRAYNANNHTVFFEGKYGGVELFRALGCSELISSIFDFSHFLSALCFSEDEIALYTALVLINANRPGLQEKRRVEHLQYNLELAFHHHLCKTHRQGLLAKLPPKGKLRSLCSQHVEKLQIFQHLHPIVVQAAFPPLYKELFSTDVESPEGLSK
#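 Using a luciferase readout, inhibitors were identified by reduced reporter activity in Drosophila cells coexpressing a copper-inducible Gal4–ROR gamma fusion and UAS-driven Photinus luciferase, incubated 20 hr after 700 uM copper sulfate.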
# VP16 counter: inhibits Gal4-VP16 luciferase reporter, ROR gamma counter-screen. Potency, µM (top dose mostly 53.6 µM), without a hit: top-dose activity, negative = inhibition, actives largely listed as inhibitors. AID 2546. actives 3.5% (n = 310,000). Drosophila S2 Gal4-VP16 UAS-luciferase, luminescence, 20 h;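 also: Gal4-VP16 expression switched on by copper sulfate through the metallothionein promoter; % is scaled to controls: 0 for no effect and ±100 for the full control effect; nearly all actives have a fitted effect of over 50% in size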
# ELG1 genotox: genotoxicity induction in ELG1-luciferase HEK293T cells. HEK293T ELG1-luciferase reporter, luminescence, 16 h. Potency, µM (top dose mostly 46 µM), inactives show top-dose activity change, positive = activation, hits mostly activators. actives 1.3% (n = 330,000); also: % of control where 0% means no effect; nearly all actives have a fitted effect of over 60% in size
#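 Reporter readout depends on ELG1 protein level, which increases with genetic stress. After 16 hr compound exposure at 37 °C, luciferase activity was quantified using ONE-Glo.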
# FLuc modulator: counter-screen for miR-21 project: firefly luciferase inhibitors or activators | purified FLuc, Km substrates, luminescence inhibition | actives 6.9% (n = 360,000) | Potency, µM (doses to about 57.5 µM), without a hit: at the highest dose activity change, negative = inhibition, actives largely listed as inhibitors;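 also: plate controls were vehicle for no effect and reference inhibitor for full effect; nearly all actives have a fitted effect of over 55% in size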
#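 Purified P. pyralis luciferase (10nM final) with 10uM D-luciferin and 10uM ATP (Km levels) in 50mM Tris acetate pH 7.5, 10mM Mg acetate, 0.01% Tween-20, 0.05% BSA; qHTS 6-point titration, ~60 µM downward; luminescence read.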
# p53 reactivator: mutant p53 re-activation in reporter cells. H1299 p53-A138V BP100-luciferase reporter, luminescence, 24 h. Potency, µM (series often up to 92.2 µM), for the others: top-dose activity change, positive = activation, hits mostly activators. actives 0.063% (n = 320,000). AID 504706; also: % of control where 0% means no effect; nearly all actives have a fitted effect of over 45% in size
#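 H1299 (p53-null), stable ts p53-A138V + BP100-Luc; 1000 cells/well, Opti-MEM/10% FBS; cpd 4 pt, 1:5; 24 h, 37 deg C, 5% CO2; detection reagent 10 min RT; luminescence.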
# uPA surface inh: blocks generation of uPA at the cell surface; cell surface uPA generation assay, qHTS; Potency, µM (titrated, usually from 38.3 µM), for the others: top-dose activity change, negative = inhibition, hits mostly inhibitors; actives 0.31% (n = 330,000); active = well fitted inhibition curve with a large enough effect; inconclusive = small, poorly fitted or top-dose-only effect; inactive = no such curve, though single readings can be large or run the other way; tested in mouse RAW 264.7 cells; also: % is scaled to controls: 0 for no effect and ±100 for the full control effect; nearly all actives have a fitted effect of over 55% in size
# NPC1 prom act: NPC1 promoter activation; actives 2.4% (n = 320,000); Potency, µM (top dose mostly 9.22 µM), for inactives: at the highest dose activation, hits mostly activators; Huh7 NPC1 promoter luciferase reporter, 24 h;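 also: % of control where 0% means no effect; nearly all actives have a fitted effect of over 60% in size; reporter is driven by a mutant NPC1 promoter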
#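 Luminescence from an NPC1 promoter-driven luciferase reporter in stably transfected Huh7 cells was measured after 24 h compound treatment at 37 °C, followed by 10 min ambient incubation with luciferase detection reagent.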
# MBNL1 CUG block: blocks human MBNL1 binding to CUG repeat RNA; Q9NR56; TR-FRET MBNL1-His/biotin-(CUG)12 binding, 665/545 ratio; Potency, µM (doses to about 57.5 µM), inactives show at the top dose activity change, negative = inhibition, usual class: inhibitors; actives 0.036% (n = 280,000); AID 2675; active = well fitted inhibition curve with a large enough effect in the signal ratio, with a control signal flat, not every such curve was filed as active; inconclusive = small, poorly fitted or top-dose-only effect, or effect the other way, or a change in a side signal; inactive = no such curve, though single readings can be large or run the other way; the % refers to the signal ratio; also: % is scaled to controls: 0 for no effect and ±100 for the full control effect
# Target sequence (Q9NR56 whole entry, looked up): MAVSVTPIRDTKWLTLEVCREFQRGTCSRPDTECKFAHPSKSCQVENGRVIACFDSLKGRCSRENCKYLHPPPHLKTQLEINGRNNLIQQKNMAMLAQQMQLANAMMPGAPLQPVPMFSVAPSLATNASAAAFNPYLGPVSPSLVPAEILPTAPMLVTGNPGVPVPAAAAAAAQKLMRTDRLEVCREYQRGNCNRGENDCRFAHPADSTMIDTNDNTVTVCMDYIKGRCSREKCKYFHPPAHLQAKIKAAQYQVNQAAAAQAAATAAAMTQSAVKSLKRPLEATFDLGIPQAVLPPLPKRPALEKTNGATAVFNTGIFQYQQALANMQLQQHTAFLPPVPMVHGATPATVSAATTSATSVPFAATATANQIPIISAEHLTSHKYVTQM
#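 TR-FRET between His-tagged MBNL1 and biotin-(CUG)12 RNA, detected with Tb anti-His antibody (0.055 ng/ul) and streptavidin-XL665 (5 nM), 60 min at room temperature. Compounds titrated 92 nM to 58 uM; 665/545 nm ratio normalized to buffer and complex controls.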
# An asterisk follows results filed as active; ? = inconclusive; . = no result given; & = joins results of further samples; [ ] = remark or other dose. Unless noted, calls follow the shape of the dose curve; as a rule, active = well fitted curve in the direction sought with a large enough effect; inconclusive = small, poorly fitted or top-dose-only effect, or another doubt; inactive = no such curve, though single readings can be large; an effect the other way counts as inactive or inconclusive. Potency is read from the fitted curve at half-maximal effect.
structure	Rab9 promoter act	BRCA1 expr act	RORg inh	VP16 counter	ELG1 genotox	FLuc modulator	p53 reactivator	uPA surface inh	NPC1 prom act	MBNL1 CUG block
CSCCC(C(=O)N1CC2(C)CC1CC(C)(C)C2)N1C(=O)c2ccccc2C1=O (stereo unspecified)	-5%	-15%	-1%	-11%	-1%	4%	-7%	4%	-1%	0%
COCCNC(=O)CSc1c2c(nc3ccc(Cl)cc13)CCCC2	-1%	-34%	-44%	-3%	11%	-5%	-13%	?	-1%	45%[activator]
COc1ccc(NC(=S)NC(=O)c2csnn2)cc1	0%	-1%	?	26%	7%	?	7%	0%	2%	21%
Cc1ccc(NC(=O)N2CCCCC2)cc1[N+](=O)[O-]	11%	-12%	13%	22%	7%	?	3%	9%	-1%	11%
Cc1ccc(NC(=O)c2sc(N)nc2C)cc1	2.2µM*	84%	8%	-10%	21µM*	21µM*	?	?	2.5µM*	-2%
O=C(/C=C/c1cccc(Cl)c1)NCc1ccccc1	1%	0%	25%	-11%	0%	-17%	1%	4%	-2%	3%
CS(=O)(=O)c1cccc(C(=O)Nc2cccc(-c3nc4ccccc4[nH]3)c2)c1	13%	75%	33%	-4%	-2%	12µM*	2%	0%	19%	-10%
COc1ccc(C(N)=O)cc1NC(=O)c1cccc(F)c1	1%	-53%	1%	-9%	0%	-1%	3%	1%	1%	-7%
CC(=O)Nc1ccc(S(=O)(=O)N2CCC(Oc3ccc(-n4cnnn4)cc3)CC2)cc1	-6%	-4%	36%	-20%	-8%	-1%&7%	-5%	6%	-3%	-2%
Cc1ccccc1-c1cc(C(=O)Nc2sc(C(=O)OC(C)C)c(C)c2C#N)c2ccccc2n1	-1%	-104%[inhibitor]	?	?	-10%	-1%	0%	-11%	15%	-3%
Cc1c(N2CCCC2)cc2c(c1N)C(C)(C)CC2(C)C	-3%	4%	-12%	4%	-5%	-1%	10%	5%	-2%	-4%
COc1ccccc1CCN=C(N)NS(=O)(=O)c1ccc(F)cc1	0%	-34%	-17%	6%	-7%	3%	2%	1%	-1%	-1%
CCC(C)n1c(-c2cccs2)nc2nc3ccccc3nc21 (stereo unspecified)	-2%	-38%	5%	1%	-9%	?	0%	0%	-5%	-3%
O=C(Cn1nc(-c2ccccc2)c2ccccc2c1=O)Nc1ccccn1	21%	28%	?	-3%	?	-20%	27%	-12%	19%	-9%
CC1CCc2cc(F)ccc2N1C(=O)C1(C)CC1(Cl)Cl (stereo unspecified)	0%	6%	19%	7%	0%	-1%	-1%	.	5%	2%
Cc1onc(-c2c(Cl)cccc2Cl)c1NC(=O)NN(C)c1ccc([N+](=O)[O-])cn1	-2%	2%	78%	-1%	-3%	1%	-3%	1%	0%	2%
COc1cc(/C=C2\Oc3ccc(C#Cc4ccc(O)cc4)cc3C2=O)cc(OC)c1	.	-68%	.	.	13%	.	14%	4.5µM*	.	.
COC(=O)c1c(NC(=O)C2SC(=NC3CCCCC3)C(C(N)=O)=C2N)sc2c1CCCC2 (stereo unspecified)	-1%	-6%	4%	-10%	-1%	1%	-1%	0%	-3%	11%
CC1(C)C=C2[C@H]3CC[C@@H]4[C@@]5(C)CCC(=O)C(C)(C)[C@@H]5CC[C@@]4(C)[C@]3(C)CC[C@@]2(C(=O)O)CC1	10%	0%	2%	-10%	-4%	-1%	13%	9%	-1%	-20%
COc1ccc(N(CC(=O)Nc2ccccc2OC)S(=O)(=O)c2ccc(NC(C)=O)cc2)cc1	-3%	-62%	40%	0%	-16%	4%	-62%[inhibitor]	-11%	-23%	-2%
O=C(NCCOc1ccc(F)cc1)C1CCC(=O)N(CCc2ccccn2)C1 (stereo unspecified)	1%	-12%	-8%	-8%	2%	1%	2%	-1%	0%	3%
Cc1oc(-c2ccccc2)cc1C(=O)Nc1cccc(/C=C\C(=O)O)c1	1%	11%	45%	-5%	-1%	15µM*	0%	-6%	-4%	0%
Cc1ccc(NC(=O)C2CCCC2)cc1S(=O)(=O)N1CCOCC1	-1%	9%	.	.	1%	.	-10%	-7%	-4%	.
CCC1OC2(C)OC(=N)C1(C#N)C(C#N)(C#N)C2c1ccccc1 (stereo unspecified)	-1%	-24%	2%	-7%	-1%	-3%	-4%	0%	-3%	26%
O=C(CCN1C(=O)/C(=C/c2ccc(Cl)cc2)SC1=S)Nc1cccnc1	-6%	-14%	-1%	-16%	-2%	-1%	7%	-5%	3%	-1%
Cn1ccnc1C(=O)c1cc(SCC(=O)N2CCOCC2)nc2ccccc12	1%	-23%	14%	-8%	1%	4%	-1%	1%	1%	15%
Cc1cc(C)cc(OCCNC(=O)c2cc(S(=O)(=O)N3CCOCC3)ccc2F)c1	-2%	-57%	3%	-10%	-5%	-2%	-9%	-13%	-2%	-1%
COc1cc(OC)cc(-c2c(C#Cc3ccsc3)c3cc(-c4ccc5c(c4)OCCO5)ccc3n2C)c1	-9%	-2%	.	.	-2%	5%	6%	0%	2%	.
COc1ccc(/C=N/NC(=O)c2cccc(Br)c2)cc1CSc1ccccn1	-6%	-59%	?	?	0%	-7%	5%	-7%	2%	9%
Cc1cccc(C(=O)NCCC(=O)Nc2ccc(F)c([N+](=O)[O-])c2)c1	-3%	-17%	35%	-15%	0%	4%	-3%	0%	0%	?
c1ccc(-c2cc(-c3nc4ccccc4[nH]3)c3ccccc3n2)cc1	-1%	-76%	-16%	-2%	-17%	?	-2%	0%	1%	31%[activator]
COc1ccc(CNC(=O)C/C(C)=N/NC(=O)Cc2ccc(OC)cc2)cc1	1%	-18%	-9%[10 µM]	13%	-1%	3%	-2%	-5%	0%	.
CSCCCNC(=S)N1CCc2ccccc2C1	-3%	9%	3.5µM*	?	-3%	?	0%	2%	-2%	.
CS(=O)(=O)N1CCc2cc(S(=O)(=O)NCCNS(=O)(=O)c3ccc4c(c3)CCN4S(C)(=O)=O)ccc21	2%	32%	2%	-4%	0%	0%	-1%	-2%	-9%	-6%
CC(=O)c1sccc1NC(=O)c1ccccc1C(=O)O	-3%	1%	8%	-3%	0%	-4%	0%	6%	-4%	?
O=C(CSc1ccc2nnc(-c3ccccn3)n2n1)NCC1CCCO1 (stereo unspecified)	5%	0%	?	-12%	8%	7%	2%	-3%	2%	5%
O=C(NS(=O)(=O)Oc1ccccc1F)OC[C@@H]1CCCN2CCCCC12 (stereo partly specified)	2%	-1%	1%	1%	1%	1%	0%	6%	-4%	-5%
CC1Cc2ccccc2N1C(=O)CSc1ccccc1 (stereo unspecified)	27%	29%	5%	17%	3%	?	10%	.	?	7%
Cc1cccc(C)c1NC(=S)NC(=O)CCc1ccccc1	-6%	10%	2.8µM*	10µM*	-10%	3%	3%	7%	2%	-5%
Cc1ccsc1C(=O)NNC(=O)Nc1ccc(Cl)c(Cl)c1	0%	39%	19%	6%	3%	-1%	?	3%	13%	6%

# A different layout for part of the listing above:
Cc1ccsc1C(=O)NNC(=O)Nc1ccc(Cl)c(Cl)c1
- Rab9 promoter act: 0%
- BRCA1 expr act: 39%
- RORg inh: 19%
- VP16 counter: 6%
- ELG1 genotox: 3%
- FLuc modulator: -1%
- p53 reactivator: ?
- uPA surface inh: 3%
- NPC1 prom act: 13%
- MBNL1 CUG block: 6%

COc1ccc(/C=N/NC(=O)c2cccc(Br)c2)cc1CSc1ccccn1
- Rab9 promoter act: -6%
- BRCA1 expr act: -59%
- RORg inh: ?
- VP16 counter: ?
- ELG1 genotox: 0%
- FLuc modulator: -7%
- p53 reactivator: 5%
- uPA surface inh: -7%
- NPC1 prom act: 2%
- MBNL1 CUG block: 9%

O=C(NS(=O)(=O)Oc1ccccc1F)OC[C@@H]1CCCN2CCCCC12 (stereo partly specified)
- Rab9 promoter act: 2%
- BRCA1 expr act: -1%
- RORg inh: 1%
- VP16 counter: 1%
- ELG1 genotox: 1%
- FLuc modulator: 1%
- p53 reactivator: 0%
- uPA surface inh: 6%
- NPC1 prom act: -4%
- MBNL1 CUG block: -5%

c1ccc(-c2cc(-c3nc4ccccc4[nH]3)c3ccccc3n2)cc1
- Rab9 promoter act: -1%
- BRCA1 expr act: -76%
- RORg inh: -16%
- VP16 counter: -2%
- ELG1 genotox: -17%
- FLuc modulator: ?
- p53 reactivator: -2%
- uPA surface inh: 0%
- NPC1 prom act: 1%
- MBNL1 CUG block: 31%[activator]

# Four entries from above in a different format:
# Order of values: Rab9 promoter act	BRCA1 expr act	RORg inh	VP16 counter	ELG1 genotox	FLuc modulator	p53 reactivator	uPA surface inh	NPC1 prom act	MBNL1 CUG block
CC1CCc2cc(F)ccc2N1C(=O)C1(C)CC1(Cl)Cl (stereo unspecified)
    0%	6%	19%	7%	0%	-1%	-1%	.	5%	2%
Cc1onc(-c2c(Cl)cccc2Cl)c1NC(=O)NN(C)c1ccc([N+](=O)[O-])cn1
    -2%	2%	78%	-1%	-3%	1%	-3%	1%	0%	2%
COc1cc(/C=C2\Oc3ccc(C#Cc4ccc(O)cc4)cc3C2=O)cc(OC)c1
    .	-68%	.	.	13%	.	14%	4.5µM*	.	.
COC(=O)c1c(NC(=O)C2SC(=NC3CCCCC3)C(C(N)=O)=C2N)sc2c1CCCC2 (stereo unspecified)
    -1%	-6%	4%	-10%	-1%	1%	-1%	0%	-3%	11%

# Screening results: PubChem, National Center for Advancing Translational Sciences (NCATS)
